# Assay outcomes as filed in PubChem.
# TNAP act hiacc: TNAP activators at high phosphate acceptor level, primary screen, biochemical, luminescence, uHTS; Alkaline phosphatase, tissue-nonspecific isozyme (Homo sapiens), P05186; 200,000 tested, under 10 active; purified TNAP, CDP-star luminescence, 1 M DEA, 30 min; active compounds read high; 0 = EDTA background, 1 = DMSO-only activity; activation factor at 20 µM; AID 1136, 2008;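 active means activation factor at least 2 at 20 µM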
# Target sequence (P05186 whole entry, looked up): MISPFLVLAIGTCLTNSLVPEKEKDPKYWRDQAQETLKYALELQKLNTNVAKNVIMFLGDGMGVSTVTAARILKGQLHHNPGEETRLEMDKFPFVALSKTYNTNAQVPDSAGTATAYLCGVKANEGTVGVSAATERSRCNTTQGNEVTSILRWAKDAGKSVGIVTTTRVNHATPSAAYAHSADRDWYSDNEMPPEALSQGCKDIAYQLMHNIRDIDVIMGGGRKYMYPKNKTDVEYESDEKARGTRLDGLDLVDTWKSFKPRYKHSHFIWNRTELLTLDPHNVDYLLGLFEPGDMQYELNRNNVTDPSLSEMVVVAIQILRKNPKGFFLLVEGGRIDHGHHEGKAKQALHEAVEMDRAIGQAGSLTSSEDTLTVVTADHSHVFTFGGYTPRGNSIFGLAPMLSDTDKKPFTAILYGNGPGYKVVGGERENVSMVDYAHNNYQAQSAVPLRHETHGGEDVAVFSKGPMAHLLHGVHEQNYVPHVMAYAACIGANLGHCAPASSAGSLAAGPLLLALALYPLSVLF
#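 Dosing: 20 µM single point. System: human TNAP. Amount: TNAP 1/800 final. Incubation: 30 min, room temperature. Read-out: TNAP activation factor scaled between EDTA and DMSO control wells. Signal: luminescence from CDP-star hydrolysis. Medium: 1 M DEA, pH 9.8, Mg2+, Zn2+. Control set: EDTA negative control, DMSO positive control.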
# bIAP inh: bovine intestinal alkaline phosphatase inhibitors, primary screen, selectivity assay for TNAP inhibitor project, biochemical, bovine IAP, CDP-star luminescence | alkaline phosphatase, intestinal [Bos taurus] | AID 1019, 2008 | 190,000 tested, under 10 active | inhibition, % at 20 µM | purified bovine IAP, 30 min;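 active means over 50% inhibition of intestinal alkaline phosphatase at 20 µM in the single-dose screen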
#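 System: Purified bovine intestinal alkaline phosphatase (IAP) enzyme | Input: IAP diluted 1/65,000,000 in the well | Also added: CDP-star chemiluminescent phosphatase substrate, 30 µM final | Dosing: 20 µM single dose | Times: Enzyme reaction for 30 min at room temperature | Detection: Luminescence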
# bIAP act: bovine intestinal alkaline phosphatase activators, primary screen, biochemical, bovine IAP, CDP-star luminescence. alkaline phosphatase, intestinal [Bos taurus]. purified bovine IAP, 30 min; active compounds read high; fold of DMSO-control signal, blank-subtracted. actives 0.17% (n = 200,000). activation factor at 20 µM;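 active means activation factor of 2 or more at 20 µM, a signal rise over negative controls twice the positive control's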
# TNAP inh no acc: human TNAP enzyme inhibitors, primary screen, biochemical, luminescent, no phosphate acceptor, uHTS. Alkaline phosphatase, tissue-nonspecific isozyme (Homo sapiens), P05186. purified TNAP, CDP-star luminescence, 30 min. inhibition, % at 20 µM. AID 1012, 2008. actives 0.26% (n = 200,000);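 active means tissue-nonspecific alkaline phosphatase inhibition above about 50% at 20 µM in the single-dose screen, limit read from the data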;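 further: 0% = DMSO negative control and 100% = EDTA positive control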
# TNAP inh hi DEA: human TNAP enzyme inhibitors, primary screen, biochemical, luminescent, high phosphate acceptor level, uHTS; actives 0.03% (n = 200,000); Alkaline phosphatase, tissue-nonspecific isozyme (Homo sapiens), P05186; purified TNAP, CDP-star luminescence, 1 M DEA; AID 1135, 2008; inhibition, % at 20 µM;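 active means over 50% inhibition of tissue-nonspecific alkaline phosphatase at 20 µM in the single-dose screen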;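 further: plate controls were DMSO wells for no effect and EDTA-quenched wells as full inhibition for full effect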
# HMGR II inh: inhibitors of E. faecalis class II HMGR, primary screen, biochemical, Enterococcus faecalis | HMG-CoA reductase (Enterococcus faecalis, mvaE) | purified E. faecalis HMGR, NADPH absorbance 340 nm kinetic | inhibition, % at 10 µM | actives 0.41% (n = 190,000) | AID 1066, 2008;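 active means inhibition above a set limit, the median over all tested compounds plus 3 SD, cut at about 9.5% in these data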;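 further: enzyme runs in reverse so mevalonate oxidation gives rising NADPH absorbance; 0% = complete reaction with DMSO and 100% = background rate lacking mevalonate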
# TR-FRET SRC-2 ct: TR-FRET signal artefacts, primary screen, artefact control for PPARgamma SRC-2 agonist project, biochemical; TR-FRET artefact counter-screen; active compounds read high; TR-FRET ratio at 8 µM; actives 0.4% (n = 200,000); AID 1049, 2008; in the data active means TR-FRET ratio above about 2000; further: inactives centre near 1500
# PPARg SRC-1 ag: PPARgamma agonists recruiting SRC-1 coactivator, primary screen, biochemical; PPARgamma-SRC-1 coactivator recruitment biochemical assay; activation, % at 8 µM; actives 0.41% (n = 200,000); AID 631, 2007; in the data active means activation above about 19%;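 further: 0% = DMSO and 100% = reference agonist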
# Target sequence (P37231 whole entry, looked up): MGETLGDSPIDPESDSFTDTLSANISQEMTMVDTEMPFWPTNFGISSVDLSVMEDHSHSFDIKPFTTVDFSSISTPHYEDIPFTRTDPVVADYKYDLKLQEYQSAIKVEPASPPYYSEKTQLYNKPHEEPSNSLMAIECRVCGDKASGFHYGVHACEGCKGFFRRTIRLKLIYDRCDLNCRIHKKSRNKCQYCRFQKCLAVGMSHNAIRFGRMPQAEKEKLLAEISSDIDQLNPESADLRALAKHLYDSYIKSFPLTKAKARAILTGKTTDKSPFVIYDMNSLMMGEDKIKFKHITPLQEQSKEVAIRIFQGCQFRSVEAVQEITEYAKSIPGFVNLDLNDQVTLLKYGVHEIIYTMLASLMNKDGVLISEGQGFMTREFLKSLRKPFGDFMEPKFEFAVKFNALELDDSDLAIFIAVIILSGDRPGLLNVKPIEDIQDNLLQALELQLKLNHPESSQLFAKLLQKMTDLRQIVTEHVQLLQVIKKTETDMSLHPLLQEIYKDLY
# PPARg SRC-2 ag: agonists of PPARg-SRC-2 recruitment, primary screen, biochemical, HTS; Peroxisome proliferator-activated receptor gamma (Homo sapiens), P37231; PPARgamma LBD-SRC-2 recruitment; activation, % at 8 µM; actives 0.34% (n = 200,000); in the data active means activation above about 22%;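 further: 0% = vehicle and 100% = reference agonist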
# PPARg SRC-3 ag: PPARgamma agonists recruiting SRC-3 coactivator, primary screen, biochemical; Peroxisome proliferator-activated receptor gamma (Homo sapiens), P37231; activation, % at 8 µM; actives 0.26% (n = 200,000); biochemical PPARgamma/SRC-3 coactivator recruitment assay; AID 731, 2007; in the data active means activation above about 23%;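 further: 0% = DMSO and 100% = reference agonist; some compounds past the cut are filed as inactive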
# Active calls of the source: *; nt = not tested or not shown.
SMILES,TNAP act hiacc,bIAP inh,bIAP act,TNAP inh no acc,TNAP inh hi DEA,HMGR II inh,TR-FRET SRC-2 ct,PPARg SRC-1 ag,PPARg SRC-2 ag,PPARg SRC-3 ag
CCNc1c(C(=O)O)ccc2c1C(=O)c1ccccc1C2=O,0.8,7,0.9,19,24,0,1653,-2,13,7
CC12CC(NC(=O)N1CCc1ccccc1)c1ccccc1O2 (stereo not drawn),1,8,0.9,-3,-2,1,1581,9,10,8
C=CCNC(=S)NC1CC(C)(C)NC(C)(C)C1,1,4,1,-9,-3,3,1566,7,10,6
O=C(c1ccc(Oc2ccc([N+](=O)[O-])cc2Cl)cc1)N1CCCC1,1,-5,1.1,-6,-5,-4,1488,8,1,3
COc1ccc(-n2ncc3c(SCC(=O)N4CCN(c5ccccc5OC)CC4)ncnc32)cc1,1,12,0.9,-2,-2,-2,1465,5,7,5
COc1ccc(C(=O)c2ccc(OC)c(Br)c2)cc1Br,1,39,0.6,4,-4,-4,1676,9,4,-1
COc1ccc(NC(=O)c2cc(=O)c3ccccc3o2)cn1,1.1,5,1,-14,-7,-8,1414,-4,6,4
CC(C)N1CCC2(CC1)N=C(c1ccc3c(c1)OCO3)CC(c1cc(Cl)ccc1O)N2 (stereo not drawn),1,9,0.9,0,-2,-3,1662,11,10,-3
Cc1ccc(C)c(NC(=O)COC(=O)Cc2ccsc2)c1,1,7,0.9,-14,-3,-6,1753,2,11,-2
CC(=O)Nc1ccc(NC(=O)CN(C)S(=O)(=O)c2ccc3nc(C)sc3c2)cc1,1.1,-2,1,-12,-5,-4,1570,0,2,0
Cc1ccc(NC(=O)Cc2nnc(SCC(=O)c3ccc(Br)cc3)n2C)cc1,1.1,11,0.9,-17,-5,2,1552,8,2,5
Cc1nc2nc3c(cn2n1)C(=O)CC(C)(C)C3,1,8,0.9,-10,-4,4,1549,2,-2,-9
COc1cc(/C=C/C(=O)c2ccccc2O)cc(OC)c1OC,1,-11,1.1,-6,-2,-4,1521,-1,0,2
CCOC(=O)Cc1csc(NC(=S)NC(=O)c2ccccc2C)n1,1,5,0.9,10,-2,-3,1391,4,3,-1
CCOC(=O)/C(C#N)=C/C=C1\C=Cc2ccccc2N1CC,0.5,-2,1,26,47,-1,1607,7,7,5
COC(=O)c1nc(N)sc1-c1ccc(Cl)cc1,1.1,-10,1.1,-14,-6,6,1753,9,13,11
Cc1c(Cl)cccc1NC(=O)C1CCN(S(C)(=O)=O)CC1,1.1,8,0.9,-11,-6,-1,1676,5,6,-3
CCOc1ccc2[nH]c(=O)c(C(c3nnnn3C3CCCCC3)N3CCN(CC)CC3)cc2c1 (stereo not drawn),1,0,1,-4,-4,-2,1638,5,1,-1
O=C(CN(c1ccc(F)cc1)S(=O)(=O)c1ccc2c(c1)OCCO2)NCc1ccccn1,1.1,1,1,-10,-6,-8,1412,3,-12,-10
Cc1cc(C)cc(C(=O)N2CCCCCC2)c1,1,14,0.9,-6,-3,-2,1528,-2,2,-4

# 4 of the compounds above, with values under each structure.
# Every second line gives: TNAP act hiacc, bIAP inh, bIAP act, TNAP inh no acc, TNAP inh hi DEA, HMGR II inh, TR-FRET SRC-2 ct, PPARg SRC-1 ag, PPARg SRC-2 ag, PPARg SRC-3 ag
Cc1nc2nc3c(cn2n1)C(=O)CC(C)(C)C3
 : 1, 8, 0.9, -10, -4, 4, 1549, 2, -2, -9
COc1ccc(C(=O)c2ccc(OC)c(Br)c2)cc1Br
 : 1, 39, 0.6, 4, -4, -4, 1676, 9, 4, -1
COC(=O)c1nc(N)sc1-c1ccc(Cl)cc1
 : 1.1, -10, 1.1, -14, -6, 6, 1753, 9, 13, 11
COc1ccc(NC(=O)c2cc(=O)c3ccccc3o2)cn1
 : 1.1, 5, 1, -14, -7, -8, 1414, -4, 6, 4

# Next part
SMILES,TNAP act hiacc,bIAP inh,bIAP act,TNAP inh no acc,TNAP inh hi DEA,HMGR II inh,TR-FRET SRC-2 ct,PPARg SRC-1 ag,PPARg SRC-2 ag,PPARg SRC-3 ag
COc1ccc(NC(=S)N2CCNC(=O)C2CC(=O)Nc2ccc(C)cc2)cc1 (stereo not drawn),1,8,0.9,-5,0,0,1334,3,2,-4
O=C(Nc1ccc(-n2nncc2-c2ccco2)cc1)c1cccc(F)c1,1,14,0.9,-4,-2,-4,1650,7,5,-1
CCOC(=O)CCc1c(C)c2ccc(OCc3nn[nH]n3)cc2oc1=O,1.1,12,0.9,-11,-5,-3,1502,-4,-1,-1
COc1ccccc1C(c1nnnn1CC1CCCO1)N1CCN(c2ccccc2)CC1 (stereo not drawn),1,-4,1,-2,-3,-3,1723,6,9,2
O=C(NCC1CCCO1)/C(=C\c1cccs1)NC(=O)c1ccccc1 (stereo not drawn),1.1,5,0.9,-10,-6,-3,1617,0,6,2
Cc1cc(-c2ccccc2)nc(Oc2cccc(C(F)(F)F)c2)c1S(C)(=O)=O,1,11,0.9,-8,-2,1,1558,12,11,0
Cc1ccc(S(=O)(=O)N2CCC(=O)N(C(COCc3cccc(Cl)c3)Cc3ccccc3)CC2)cc1 (stereo not drawn),1.1,-14,1.1,-4,-6,-2,1524,-4,4,-3
CCCC(NC(=O)c1ccccc1)c1nc2ccccc2n1Cc1ccc(C(=O)OC)o1 (stereo not drawn),1,9,0.9,3,3,1,1426,-7,0,2
Cc1ccc(C(=O)/C=C2\NCCNC2=O)cc1,1,9,0.9,-5,-4,-4,1536,5,-1,6
COc1cccc(CN2CCN(C(=O)c3ccc(-c4ccccc4)cc3)CC2)c1,1,-4,1,-4,-5,-2,1553,-3,-5,-3
O=C(c1ccccc1)N1CCCCC(Sc2nnc3ccccn23)C1=O (stereo not drawn),1.1,4,1,-14,-8,0,1644,5,2,2
O=C(CN1CCOCC1)Nc1ccccc1Sc1ccc(Cl)cc1,1,3,1,-6,-4,-1,1646,6,6,1
O=C(Nc1cc(C(F)(F)F)ccc1N1CCOCC1)c1cn2ccccc2n1,1,8,0.9,-9,-4,-3,1551,1,6,13
COc1ccc(C(=O)NCc2nnc(SCC(=O)N3CCCCC3)o2)cc1OC,1,2,1,-23,-4,-1,1720,1,2,4
O=[n+]1c2c(n([O-])c3cc(Br)ccc31)CCCC2,1,9,0.9,-2,2,1,1544,4,0,0
Cc1nn(-c2cc(N3CCCC3)ccc2[N+](=O)[O-])c(=O)c2ccccc12,0.8,29,0.7,11,18,-4,1615,2,5,5
O=C1NCCCN1Cc1ccc(F)cc1Cl,1,5,1,-10,-4,-4,1498,-5,4,-10
CC(C)(C)NC(=O)C1Cc2ccccc2CN1S(=O)(=O)c1ccc(F)cc1 (stereo not drawn),1,-7,1.1,-8,-1,-2,1471,-6,-3,3
CC(C)(C)NC(=O)CCN1CCOCC1,1.1,19,0.8,-13,-7,-2,1507,2,6,4
COc1ccccc1C(=O)NNC(=O)c1ccc(F)cc1,1,-1,1,-10,4,-4,1584,4,-3,3
C=CCn1c(SCC(=O)Nc2sc3c(c2C#N)CCC3)nnc1C1COc2ccccc2O1 (stereo not drawn),1,-4,1,-7,2,-6,1605,5,1,-1
COc1ccc(/C=C/C(=O)N(C)c2ccccc2C(=O)O)cc1,1,3,1,-3,0,0,1755,17,-6,1
Cc1ccccc1C(=O)OC(C)CN1CCN(C)CC1 (stereo not drawn),1,1,1,-8,-4,-1,1615,-4,2,1
COC(=O)CSc1nc2ccccc2c(=O)n1C,1,8,0.9,-7,2,-2,1643,5,4,-1
CC(=C\c1ccccc1)/C=C1/SC(=S)N(C(C(=O)O)C(C)C)C1=O (stereo not drawn),0.9,7,0.9,10,5,1,1485,-2,8,2
Cn1c(=O)c2c(nc(SCC(=O)NCC3CCCO3)n2C)n(C)c1=O (stereo not drawn),1,-1,1,-4,-2,-2,1559,1,-6,-4
O=C(c1ccccc1)N1CCN(CC#Cc2ccccc2)CC1,1.1,0,1,6,-8,-1,1482,8,6,-2
O=C(Cc1cccs1)N/N=C/C=C\c1ccco1,0.9,nt,0.1,-8,7,1,1717,6,1,3
O=C(CSc1ncnc2c1oc1ccccc12)NC1CCCCC1,1,-3,1,-8,-2,2,2101*,64*,24*,33*
COc1cccc(C(=O)Nc2cccnc2)c1OC,1.1,8,0.9,-9,-6,5,1602,8,0,2
Nc1nnc(Cc2ccc(Cl)c(Cl)c2)s1,1,17,0.8,-6,1,2,1586,2,14,-3
CCOc1ccc(C(=O)NCc2ccncc2)cc1,1.1,4,1,-11,-8,-6,1676,2,5,-9
COc1ccc(OC)c(/C=C/C(=O)OCC(=O)Nc2cccc(C(C)=O)c2)c1,1,3,1,-3,-3,5,1675,4,12,4
O=C1CC(c2cc(F)ccc2F)c2cc3c(cc2N1)CCC3 (stereo not drawn),1.1,7,0.9,-12,-6,0,1350,1,-1,10
COc1ccc(-n2c(C)nc3c(cnn3-c3ccc(C)cc3)c2=O)cc1,1,-16,1.2,-3,-1,-4,1690,9,9,8
COc1ccc(NC(=S)NC(NC(=O)/C=C/c2ccccc2)C(Cl)(Cl)Cl)cc1 (stereo not drawn),1,-2,1,-9,-3,-4,1592,1,10,2
C=CCOC(=O)C1=C(C)NC(SCC(=O)NC(=O)OCC)=C(C#N)C1c1cccnc1 (stereo not drawn),1,-12,1.1,-24,-1,1,1683,5,0,12
Cn1cc(CN2CCN(Cc3ccccc3)C(CCO)C2)c(-c2ccccc2)n1 (stereo not drawn),1.1,6,0.9,-7,-8,-2,1527,6,9,3
COCCn1c(=O)c2cc3c(=O)n(CCOC)c(=O)c3cc2c1=O,1.1,12,0.9,-14,-10,-2,1587,5,1,6
COC(=O)c1sc2cc(=O)n(-c3cccc(C(F)(F)F)c3)nc2c1O,1,0,1,-6,4,6,1521,1,1,-1
C/C(=N\NC(=O)OC(C)(C)C)c1ccc(-n2ccnc2)cc1,1,4,1,-17,-2,5,1686,3,1,-1
CCc1cccc(C)c1NC(=O)c1ccoc1C,1,0,1,-15,-5,-1,1710,4,3,-6
O=[N+]([O-])c1ccc(N2CCC(=NOCc3ccc(Cl)cc3)CC2)cc1,1,33,0.7,1,4,-4,1490,-5,6,8
O=c1oc(-c2ccco2)nc2c1cnn2-c1ccccc1,1,5,0.9,-11,-4,5,1579,20*,14,3
COc1ccc2c(c1)CCC1C2=NN(/C(C)=C\C(C)=O)C1c1ccc(F)cc1 (stereo not drawn),1,-15,1.1,43,0,-4,1530,-4,0,1
